ELG1 genotox – induces genotoxicity in HEK293T cells with luciferase-tagged ELG1. HEK293T ELG1-luciferase reporter, luminescence, 16 h. actives 1.3% (n = 330,000). AID 504466. Potency, µM (titrated, usually from 46 µM), for inactives: top-dose activity change, positive = activation, actives largely listed as activators; further: potency means the concentration at half of the fitted maximal effect; % of control where 0% means no effect; nearly all actives have a fitted effect of over 60% in size
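16 hr compound incubation (37 °C, 5% CO2) of HEK293T cells carrying luciferase-tagged ELG1; luciferase then measured by ONE-Glo luminescence after 30 min at RT.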
NPC1 prom act – activators of NPC1 promoter; Huh7 NPC1 promoter luciferase reporter, 24 h; Potency, µM (titrated, usually from 9.22 µM), inactives show at the highest dose activation, usual class: activators; actives 2.4% (n = 320,000); AID 485313;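 further: potency means the concentration at half of the fitted maximal effect; % of control where 0% means no effect; nearly all actives have a fitted effect of over 60% in size; reporter is driven by a mutant NPC1 promoter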
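Luminescence from an NPC1 promoter-driven luciferase reporter in stably transfected Huh7 cells was measured after 24 h compound treatment at 37 °C, followed by 10 min ambient incubation with luciferase detection reagent.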
FLuc counter – inhibits or activates purified firefly luciferase, miR-21 counter-screen; actives 6.9% (n = 360,000); purified FLuc, Km substrates, luminescence inhibition; AID 588342; Potency, µM (doses to about 57.5 µM), inactives show at the highest dose activity change, negative = inhibition, actives largely listed as inhibitors; P08659;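 further: potency means the concentration at half of the fitted maximal effect; plate controls were vehicle for no effect and reference inhibitor for full effect; nearly all actives have a fitted effect of over 55% in size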
Target sequence (P08659 whole entry, looked up): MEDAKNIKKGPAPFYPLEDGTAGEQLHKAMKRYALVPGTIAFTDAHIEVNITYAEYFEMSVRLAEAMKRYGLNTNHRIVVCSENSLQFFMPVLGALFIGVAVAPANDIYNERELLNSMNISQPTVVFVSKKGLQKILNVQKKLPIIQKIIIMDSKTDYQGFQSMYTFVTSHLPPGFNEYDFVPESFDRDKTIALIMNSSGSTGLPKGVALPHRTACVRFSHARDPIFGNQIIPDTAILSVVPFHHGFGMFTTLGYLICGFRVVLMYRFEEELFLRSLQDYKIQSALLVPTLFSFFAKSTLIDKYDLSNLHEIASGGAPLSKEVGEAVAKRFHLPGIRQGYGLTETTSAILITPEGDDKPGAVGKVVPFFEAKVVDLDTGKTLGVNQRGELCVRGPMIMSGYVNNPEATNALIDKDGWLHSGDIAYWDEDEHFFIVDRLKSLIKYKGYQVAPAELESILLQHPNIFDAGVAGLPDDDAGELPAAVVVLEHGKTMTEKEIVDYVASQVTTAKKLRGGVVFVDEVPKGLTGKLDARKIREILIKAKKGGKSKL
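Purified P. pyralis luciferase, 10 nM final, with Km-level 10 uM D-luciferin and 10 uM ATP in 50 mM Tris acetate pH 7.5, 10 mM Mg acetate, 0.01% Tween-20, 0.05% BSA; 6-point qHTS titration about 60 µM downward; luminescence read.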
Rab9 prom act – activators of Rab9 promoter. Huh7 Rab9 promoter-luciferase reporter, luminescence, 24 h. actives 2.8% (n = 320,000). Potency, µM (highest dose often 9.22 µM), for inactives: top-dose activation, negative = inhibition, usual class: activators; further: potency means the concentration at half of the fitted maximal effect; % of control where 0% means no effect; nearly all actives have a fitted effect of over 60% in size
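Rab9 promoter-driven luciferase in stably transfected Huh7 cells; 1500 cells/well rested 2 h, exposed to compound in DMSO for 24 h at 37 °C, 5% CO2. Luminescence read 10 min after adding luciferase reagent at ambient temperature.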
KCNH2 3.1 inh – KCNH2 3.1 (human) potassium channel inhibition; AID 720553; U2OS KCNH2 3.1, thallium flux FluxOr; stronger effect = lower value; activity change, % (tested at about 1.8 µM); actives 0.95% (n = 340,000);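 active means maximum activity change below -70%; inconclusive means maximum activity change from -70% to -50%; inactive means maximum activity change above -50%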;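 further: thallium influx rate constant from kinetic fluorescence after stimulation buffer; on the % scale 0 is the no-effect control and ±100 the full control effect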
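Thallium flux via FluxOr fluorescence (Red40 quencher, 45 min loading) in U2OS cells virally expressing the KCNH2 3.1 isoform (1.77 x 10^8 /mL virus, overnight at 37 C). Rate constants from 2-min kinetic reads post-stimulation, normalised to positive and negative controls.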
Tb PFK inh – blocks T. brucei phosphofructokinase | Potency, µM (titrated, usually from 57.5 µM), without a hit: top-dose activity, negative = inhibition, hits mostly inhibitors | actives 0.17% (n = 330,000) | T. brucei PFK, ADP-Glo luminescence;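 further: potency means the concentration at half of the fitted maximal effect; 0% = uninhibited 1x PFK enzyme wells and -100% = no-enzyme wells; nearly all actives have a fitted effect of over 60% in size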
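ADP-Glo luminescence quantified ADP after 45 min at room temperature, with 1.25 nM T. brucei PFK, 0.1 mM ATP and 0.5 mM fructose-6-phosphate in pH 8.0 TEA buffer. qHTS titrations up to 57 µM; curves classified by quality.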
VP16 counter – Gal4-VP16 reporter inhibition counter-screen; Potency, µM (titrated, usually from 53.6 µM), for the others: at the top dose activity, negative = inhibition, usual class: inhibitors; AID 2546; Drosophila S2 Gal4-VP16 UAS-luciferase, luminescence, 20 h; actives 3.5% (n = 310,000);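 further: Gal4-VP16 expression switched on by copper sulfate through the metallothionein promoter; potency means the concentration at half of the fitted maximal effect; on the % scale 0 is the no-effect control and ±100 the full control effect; nearly all actives have a fitted effect of over 50% in size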
FBPA coupling cs – inhibits coupling enzyme system, counter-screen for aldolase hits. coupling enzyme system counterscreen, AmpLite Red fluorescence. activity change, negative = inhibition, % at 58.2 µM, hits read low. actives 0.67% (n = 290,000); in the data active means activity change below about -30%; further: on the % scale 0 is the no-effect control and ±100 the full control effect
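Counterscreen lacking aldolase: glyceraldehyde-3-phosphate coupling-enzyme reagent preincubated 10 min at RT with compound (at 57.5 uM final), then substrate/coupling system with AmpLite Red added; fluorescence read at 525/598 nm after 20 min RT.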
uPA generation – blocks generation of uPA at the cell surface | cell surface uPA generation assay, qHTS | Potency, µM (doses to about 38.3 µM), for the others: top-dose activity change, negative = inhibition, most hits filed as inhibitors | actives 0.31% (n = 330,000) | AID 540303; active means well fitted inhibition curve with a large enough effect; inconclusive means small, poorly fitted or top-dose-only effect; inactive means no such curve, though single readings can be large or run the other way; tested in mouse RAW 264.7 cells; further: potency means the concentration at half of the fitted maximal effect; on the % scale 0 is the no-effect control and ±100 the full control effect; nearly all actives have a fitted effect of over 55% in size
Giardia killer – Giardia lamblia killing; activity change, % at 7.66 µM, hits read low; actives 0.15% (n = 340,000); Giardia lamblia trophozoite viability; in the data active means activity change below about -80%; inconclusive means between about -30% and that limit;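 further: parasites exposed to compound for two days anaerobically before the ATP read; on the % scale 0 is the no-effect control and ±100 the full control effect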
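Killing of trophozoites was scored by loss of ATP luminescence after a 48 hrs anaerobic exposure to compounds at 37 deg C, using 100 cells per well.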
RORgamma inh – ROR gamma (mouse) transcription inhibition. actives 5.4% (n = 310,000). Potency, µM (titrated, usually from 53.6 µM), for the others: at the top dose activity change, negative = inhibition, most hits filed as inhibitors. Drosophila S2 Gal4-RORgamma UAS-luciferase reporter, 20 h; further: potency means the concentration at half of the fitted maximal effect; on the % scale 0 is the no-effect control and ±100 the full control effect; nearly all actives have a fitted effect of over 60% in size
Target sequence (P51450 whole entry, looked up, the tested form may be a part): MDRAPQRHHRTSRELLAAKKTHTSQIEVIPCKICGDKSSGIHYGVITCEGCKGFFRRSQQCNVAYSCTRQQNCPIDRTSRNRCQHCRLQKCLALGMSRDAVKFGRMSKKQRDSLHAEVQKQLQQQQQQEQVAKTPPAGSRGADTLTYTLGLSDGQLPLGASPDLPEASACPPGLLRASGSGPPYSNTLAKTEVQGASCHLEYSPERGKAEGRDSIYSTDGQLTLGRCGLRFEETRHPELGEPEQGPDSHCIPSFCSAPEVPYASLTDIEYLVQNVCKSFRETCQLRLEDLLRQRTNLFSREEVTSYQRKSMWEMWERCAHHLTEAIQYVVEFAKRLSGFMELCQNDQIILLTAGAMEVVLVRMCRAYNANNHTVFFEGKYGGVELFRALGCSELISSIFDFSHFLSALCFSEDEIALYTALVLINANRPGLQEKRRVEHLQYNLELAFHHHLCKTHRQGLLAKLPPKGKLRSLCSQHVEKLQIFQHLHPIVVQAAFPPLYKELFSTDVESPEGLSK
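ROR gamma transcriptional activity was tracked as Gal4-UAS luciferase output in stably transfected Drosophila Schneider cells, with compound added 1 hr before 700 uM copper sulfate induction and a 20 hr ambient-temperature incubation.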
* = called active by the depositor; ? = inconclusive; . = no result given; [ ] = dose if it differs, or a comment. Unless noted, the call rests on the fitted dose curve; in most records, active means well fitted curve in the direction sought with a large enough effect; inconclusive means small, poorly fitted or top-dose-only effect, or another doubt; inactive means no such curve, though single readings can be large; an effect the other way counts as inactive or inconclusive.

entry	canonical_smiles	VP16 counter	KCNH2 3.1 inh	FBPA coupling cs	Tb PFK inh	NPC1 prom act	Giardia killer	Rab9 prom act	FLuc counter	uPA generation	ELG1 genotox	RORgamma inh
1	CC(=O)c1ccc(NC(=O)CCCN2C(=O)C(c3ccccc3)Oc3cccnc32)cc1 (stereo unspecified)	-6%	-4	4	-1%	0%	34[activator]	0%	-3%	2%	1%[9.26 µM]	0%
2	CC(=Nc1ccccc1)C1=C(O)CC(C)(C)CC1=O	-5%	2	2	0%	-4%	-23	-1%	-7%	2%	0%	25%
3	Cc1ccc(OCc2nnc(SCC(=O)Nc3cccc4ccccc34)n2-c2ccccc2)cc1	-15%	-16	1	9%	0%	0	-2%	3%	-4%	-5%	0%
4	COc1ccc(CNC(=O)C2CCN(S(=O)(=O)c3cccc4nonc34)CC2)cc1	12%	-25	-1	3%	-1%	-9	10%	0%	0%	-2%	-42%
5	Cc1ccccc1Cn1ccc(NC(=O)c2cnn3cccnc23)n1	12%	22	0	1%	10%	-3	4%	1%[2.3 µM]	5%	3%	13%
6	O=C(CSc1nc2ccc([N+](=O)[O-])cc2s1)c1ccc2ccccc2c1	8%	-1	0	-3%	-3%	3	-4%	-6%	-11%	-2%	-10%
7	CC(=O)Cc1ccccc1OCC(=O)O	.	-2	2	-8%	-3%	0	0%	1%	1%	3%	10%[0.365 µM]
8	COc1ccc(Nc2oc(COc3ccc(Cl)cc3)nc2C#N)cc1	?	0	1	9%	2%	-8	2%	-14%	-7%	-7%	16µM*

(cont.)
entry	canonical_smiles	VP16 counter	KCNH2 3.1 inh	FBPA coupling cs	Tb PFK inh	NPC1 prom act	Giardia killer	Rab9 prom act	FLuc counter	uPA generation	ELG1 genotox	RORgamma inh
9	COc1cccc(-c2c(C(=O)N/N=C(\C)c3cccnc3)nnn2-c2nonc2N)c1	-6%	-3	-5	0%	0%	-8	-1%	-2%	3%	-1%	-6%
10	COC(CNC(=O)c1coc2nc3ccccc3nc12)OC	-1%	1	-1	-1%	2%	?	0%	11µM*	-2%	1%	?
11	CCN(CC)c1ccc(NC(=O)c2cc3c(OC)cccc3[nH]2)cc1	-2%	-32	-1	4%	-3%	4	5%	7.6µM*	-2%	-1%	42%
12	O=C(CCNc1ccc(Cc2ccncc2)cc1)c1cccc([N+](=O)[O-])c1	-9%	1	2	1%	-2%	-3	-2%	-3%	0%	-4%	?
13	CN(C)c1nc(N/N=C/c2ccccc2O)nc(Nc2ccc(F)cc2)n1	1.1µM*	8	-9	3%	-9%	6	-11%	?	-8%	1%	0.22µM*
14	COc1ccccc1N=C1NC(=O)/C(=C/c2ccc(N(C)C)cc2)S1	?	-5	-1	-2%	-11%	20	4%	1.1µM*	?	?	?
15	COc1ccc(OCC(O)CON2C(=O)c3ccccc3C2=O)cc1 (stereo unspecified)	1%	14	1	1%	-2%	5	-3%	-16%	2%	0%	18%
16	COC(=O)C1=NNC2C(=O)N(C3CCCCC3)C(=O)C12 (stereo unspecified)	-1%	3	-1	-5%	-5%	-4	-3%	2%	6%	2%	-3%

Remaining list, next part:
entry	canonical_smiles	VP16 counter	KCNH2 3.1 inh	FBPA coupling cs	Tb PFK inh	NPC1 prom act	Giardia killer	Rab9 prom act	FLuc counter	uPA generation	ELG1 genotox	RORgamma inh
17	COc1cc(C2NC(=O)N(C)C3=C2C(=O)CCC3)cc(OC)c1OC (stereo unspecified)	-4%	-8	-2	-7%	0%	7	1%	3%	5%	-1%	0%
18	O=C(c1cccc(S(=O)(=O)NCc2ccccc2)c1)N1CCN(c2ccccc2)CC1	.	2	.	5%	.	22	.	.	?	-4%	.
19	Cc1ccc(O)c(NC(=O)c2noc3c2CCc2ccccc2-3)c1	-5%	-12	2	-1%	?	-18	?	5%	-5%	23µM*	4%
20	CCOc1ccc(N(CC(=O)NC2CCCC2)C(=O)c2ccc(C)s2)cc1	-2%	5	-1	4%	-1%	6	0%	-2%	-2%	-8%	-23%
21	Cc1cc(OCc2nnc(SCC(=O)O)n2-c2ccccc2)ccc1Cl	5%	5	12	0%	1%	-5	0%	-2%	1%	0%	3%
22	CCCCNC(=O)CSc1nc2ccsc2c(=O)n1C1CCN(C(=O)OCC)CC1	-7%	14	1	-1%	-4%	6	-1%	1%	.	-2%	13%
23	CC(=O)NC1=NN(C(C)=O)C(C)(c2ccc(Cl)s2)S1 (stereo unspecified)	2%	3	2	-2%	-16%	1	-20%	4%	-15%	3%	33%
24	Cc1cc(C(=O)Cn2cncn2)c(C)n1CCc1ccc(F)cc1	3%	20	1	-4%	-7%	-16	-1%	1%	9%	7%	9%

Next section.
entry	canonical_smiles	VP16 counter	KCNH2 3.1 inh	FBPA coupling cs	Tb PFK inh	NPC1 prom act	Giardia killer	Rab9 prom act	FLuc counter	uPA generation	ELG1 genotox	RORgamma inh
25	O=C1CC(c2ccc(F)cc2)CC2=C1C=Nc1ccccc1N2 (stereo unspecified)	-10%	-6	0	-3%	-5%	6	-10%	-11%	-11%	-9%	18%
26	CCOc1ccc(NC(=S)NN2C(C)CCCC2C)cc1 (stereo unspecified)	8.9µM*	-18	4	3%	-1%	-23	3%	-2%	14%	1%	2.2µM*
27	CC(C)(C)NC(=O)NC(=O)CN1CCCCC1	-10%	0	1	0%	0%	15	-1%	-2%	2%	3%	8%
28	CC(=O)/C(=N/Nc1ccccc1[N+](=O)[O-])N1CCCc2ccccc21	4%	-28	-3	-1%	2%	-1	-3%	-2%	0%	-5%	3%
29	O=C(c1cccc(F)c1)N1CCN(Cc2ccco2)CC1	-3%	2	3	0%	2%	5	-8%	5%	2%	5%	1%
30	O=C(O)C1CCN(S(=O)(=O)c2cccc3cccnc23)CC1	-4%	-1	3	0%	1%	6	0%	1%	0%	2%	5%
31	Cc1cc(Br)ccc1OCC(=O)N1CCCCCC1	-2%	4	3	2%	6%	-2	6%	-17%	1%	1%	27%
32	N=c1c2c(n(Cc3ccc(F)cc3)c3c1CCC3)CCC2	-4%	-19	-1	8%	-5%	6	-27%	2%	-15%	-8%	-5%

(listing goes on)
entry	canonical_smiles	VP16 counter	KCNH2 3.1 inh	FBPA coupling cs	Tb PFK inh	NPC1 prom act	Giardia killer	Rab9 prom act	FLuc counter	uPA generation	ELG1 genotox	RORgamma inh
33	COc1ccccc1N=c1oc2c(OC)cccc2cc1C(=O)NCc1ccco1	8%	-6	1	2%	7%	2	2%	?	-2%	?	63%
34	COc1ccc(CN(C)CC(=O)Nc2cccc(S(=O)(=O)N(C)c3ccccc3)c2)c(OC)c1	.	-13	.	-1%	-2%	-6	-9%	1%	-17%	-7%	.
35	O=C(c1ccco1)N1CCN=C1SCc1c(F)cccc1Cl	2%	0	6	-4%	-7%	-12	4%	-2%	-7%	-5%	5%
36	CCOCCn1c(CN2CCOCC2)nc2c1c(=O)[nH]c(=O)n2C	-7%	1	-10	4%	-2%	10	0%	2%	6%	9%	-6%
37	O=C(COc1ccc(Cl)cc1)NNC(=O)c1ccccn1	?	-11	-2	2%	6%	1	0%	1%	-1%	-9%	10µM*
38	CCC1(c2ccc(F)cc2)NC(=O)N(CC(=O)NCc2ccccc2Cl)C1=O (stereo unspecified)	4%	-6	8	0%	0%	24	-6%[1.84 µM]	0%	-6%	-2%	20%
39	Cc1ccc(C(=O)COc2cc(C)nc3nncn23)cc1	-1%	7	4	1%	-4%	-2	-9%	5%	-1%	2%	0%
40	N#CCNC1CC(=O)N(c2ccc(F)cc2)C1=O (stereo unspecified)	-2%	11	-1	-1%	-3%	4	-5%	1%	2%	1%	-29%

Next section
entry	canonical_smiles	VP16 counter	KCNH2 3.1 inh	FBPA coupling cs	Tb PFK inh	NPC1 prom act	Giardia killer	Rab9 prom act	FLuc counter	uPA generation	ELG1 genotox	RORgamma inh
41	CC(C)(C)c1nc(N)nc(=O)[nH]1	-22%	15	2	-27%	-4%	7	-1%	-1%	-4%	-1%	-27%
42	Cc1nc2nc(SCc3nc4ccccc4[nH]3)[nH]c2cc1Br	-20%	6	4	1%	-3%	13	0%	6%	2%	-1%	-11%
43	COc1cc(NC(=O)c2cc(Br)cc(C)c2OC)ccc1NC(=O)C(C)C	-1%	-4	-6	3%	-5%	10	-2%	4%	-2%	-14%	-3%
44	O=C1CSC(c2ccc(F)cc2)N1c1ccccc1F (stereo unspecified)	5%	-6	0	1%	0%	4	2%	-1%	9%	-4%	12%
45	O=C1NC2(CCCCC2)C(=O)N1/N=C/c1ccc(O)cc1O	4%	23	-3	1%	0%	14	0%	17µM*	1%	-2%	-1%
46	CCOC(=O)C1CCCN(C(=O)COc2ccc(C(=O)c3ccccc3)cc2)C1 (stereo unspecified)	.	-6	.	4%	0%	3	-6%	-1%	1%	-3%	.
47	CCc1nc2c(c(=O)c3ccccc3n2C)c(=O)n1C1CCCCCC1	12%	5	5	-2%	2%	0	-5%	-6%	4%	1%	4%

Compound activity (PubChem)
